Source: PubChem
N-glyco inh: increase of ERlucT glycosylation luciferase signal, primary screen, N-linked glycosylation inhibitor project, D54 ERlucT cells, luminescence, set 2; D54 ERlucT glycosylation luciferase reporter, 24 h; percent of 100 nM tunicamycin response; reporter increase, % at 12.5 µM; 360,000 tested, 0.23% active;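 active = mean luciferase reporter signal, scaled so untreated is 0 and the glycosylation-blocking control 100, at or above a set limit in every replicate; inconclusive = mean reaches the limit but not every replicate does; inactive = mean below the limit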;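 also: luciferase carries N-glycosylation sites so blocking glycosylation raises the light; 0% = median of neutral control wells and 100% = median of 100 nM tunicamycin wells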
MC4R antag cAMP: MC4R antagonists of cAMP signaling, primary screen, cell-based, TR-FRET, antagonist arm of biased-ligand search; Melanocortin receptor 4 (Homo sapiens), P32245; MC4R-expressing cells, MTII-stimulated cAMP, LANCE TR-FRET; inhibition, % at 6.5 µM; 360,000 tested, 0.48% active; AID 540295, 2011;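 active = inhibition above its plate's cutoff, the mean of tested wells on that plate plus 3 SD, cut at about 29% in these data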;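 also: 0% = Melanotan II alone and 100% = Melanotan II plus saturating MCL0020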
Target sequence (P32245 whole entry, looked up): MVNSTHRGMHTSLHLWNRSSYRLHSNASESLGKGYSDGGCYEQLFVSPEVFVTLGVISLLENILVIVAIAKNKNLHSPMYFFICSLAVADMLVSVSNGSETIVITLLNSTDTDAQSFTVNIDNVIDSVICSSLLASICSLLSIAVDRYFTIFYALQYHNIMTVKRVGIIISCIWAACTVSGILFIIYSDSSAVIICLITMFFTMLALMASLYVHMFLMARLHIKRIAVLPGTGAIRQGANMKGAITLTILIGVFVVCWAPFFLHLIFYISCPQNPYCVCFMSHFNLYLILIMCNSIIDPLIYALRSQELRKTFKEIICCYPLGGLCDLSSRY
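System: U2OS-MC4R stable cell line; Technique: Eu-cAMP/anti-cAMP TR-FRET, emission 671 nm; Repeats: single well per compound; Also added: Melanotan II; Dosing: one concentration, 6.5 µM nominal; Schedule: 30-min compound, 1-h challenge, 1-h detection, room temperature.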
aDG glyco up: activators of alpha-DG glycosylation, primary screen, uHTS, Pro5-aDG cells, AlphaScreen; alpha-DG glycosylation AlphaScreen (IIH6); 0% Pro5, 100% B10-LARGE cell signal; activation, % at 10 µM; 360,000 tested, 0.22% active; AID 624168, 2012;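 active = activation of at least 8% versus controls, or a plate z-score of at least 8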;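 also: Pro5 are CHO cells carrying HIG-tagged alpha-DG that lacks glycosylation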
Vif imaging: HIV Vif self-association inhibitors, primary screen, imaging, HEK293T, single point | HEK293T cells, Vif self-association by quenched fluorescence, 24 h | inhibition, % at 7.49 µM | 340,000 tested, 0.35% active; in the data active = inhibition above about 50%, passing the limit was not always enough; inconclusive = no clear call, values can overlap the other calls; inactive = below about 31%; also: some results filed as inactive read as strong as hits
NOD2-RIPK2 inh: NOD2-RIPK2 binding disruptors in cells, primary screen, fluorescence, CHO cells, BLA complementation. Receptor-interacting serine/threonine-protein kinase 2 (Homo sapiens), O43353. CCF4 ratio. inhibition, % at 4.98 µM. 360,000 tested, 0.38% active. AID 624267, 2012; in the data active = inhibition above about 21%;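 also: 0% = vehicle only and 100% = reference blocker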
Target sequence (O43353 whole entry, looked up): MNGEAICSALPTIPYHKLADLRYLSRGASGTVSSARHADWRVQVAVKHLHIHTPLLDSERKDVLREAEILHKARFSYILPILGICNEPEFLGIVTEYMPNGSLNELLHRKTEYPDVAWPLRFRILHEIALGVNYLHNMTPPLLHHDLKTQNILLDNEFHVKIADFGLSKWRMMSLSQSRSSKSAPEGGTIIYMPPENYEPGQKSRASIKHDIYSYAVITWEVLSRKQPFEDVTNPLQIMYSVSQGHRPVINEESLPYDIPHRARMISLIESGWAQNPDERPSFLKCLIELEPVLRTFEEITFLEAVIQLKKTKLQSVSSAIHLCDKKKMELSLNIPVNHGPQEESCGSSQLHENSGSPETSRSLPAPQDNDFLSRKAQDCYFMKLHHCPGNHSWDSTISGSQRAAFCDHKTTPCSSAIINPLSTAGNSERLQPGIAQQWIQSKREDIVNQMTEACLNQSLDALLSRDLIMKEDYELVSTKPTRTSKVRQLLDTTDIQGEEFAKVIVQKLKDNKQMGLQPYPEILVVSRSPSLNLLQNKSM
TLR9-MyD88 block: inhibitors of TLR9-MyD88 association in cells, primary screen, cell-based, CHO, BLA complementation, fluorescence. Toll-like receptor 9 (Homo sapiens) + Myeloid differentiation primary response protein …. CCF4 FRET ratio. inhibition, % at 4.98 µM. 340,000 tested, 0.21% active. AID 504734, 2011;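 active = inhibition above the mean over all tested compounds plus 3 SD, cut at about 21% in these data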;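 also: 0% = DMSO only wells and 100% = clavulanate BLA inhibitor control wells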
ABCB6 inh MLPCN: ABCB6 transporter inhibitors, primary screen, K562-ABCB6 cells, flow cytometry, MLPCN library | fluorescence ratio to DMSO, % at 10 µM | ATP-binding cassette sub-family B member 6 (Homo sapiens), Q9NP58 | K562-ABCB6 porphyrin accumulation, 1 h; stronger effect = lower value | 360,000 tested, 0.19% active;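 active = fluorescence ratio to DMSO below 75%, the collection mean minus 3 SD; inconclusive = too few cells collected in the well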;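 also: signal is porphyrin accumulated inside mitochondria; 100% equals median channel fluorescence of DMSO control wells; lower ratio means ABCB6 inhibition with less porphyrin fluorescence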
ABHD5-PLIN5 inh: ABHD5-PLIN5 interaction inhibitors, primary screen, cell lysate, split luciferase complementation, luminescence | inhibition, % at 4 µM | Perilipin-5 (Homo sapiens) + 1-acylglycerol-3-phosphate O-acyltransferase ABHD5 (Homo … | AID 602281, 2012 | 360,000 tested, 0.78% active | Split G. princeps luciferase complementation, 4 h;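 active = inhibition above the mean inhibition across every tested compound plus 3 SD, cut at about 22% in these data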;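 also: 0% = DMSO only wells and the 100% control is not disclosed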
Granule exo inh: LAMP-1 surface exposure blockers, TALL-104 cells – cell-based, flow cytometry, MLPCN library, primary screen. AID 651702, 2012. TALL-104 LAMP-1 surface exposure; cells stimulated with thapsigargin and PMA. inhibition, % at 10 µM. 360,000 tested, 0.66% active;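 active = inhibition above about 55%, limit read from the data; inconclusive = no clear call, values can overlap the other calls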
MC4R barr agon: MC4R agonists recruiting beta-arrestin, primary screen, cell-based, luminescence, agonist arm of biased-ligand search. Melanocortin receptor 4 (Homo sapiens), P32245. U2OS MC4R beta-arrestin complementation; percent of melanotan II response, DMSO zero. activation, % at 8.9 µM. 360,000 tested, 0.98% active. AID 540308, 2011;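 active = activation above a per-plate cutoff, the mean activation of sample wells on that plate plus 3 SD, cut at about 8% in these data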
* hit, by the source's call; ? = inconclusive; nt = no result given.

structure | MC4R barr agon | Granule exo inh | aDG glyco up | Vif imaging | MC4R antag cAMP | ABHD5-PLIN5 inh | N-glyco inh | TLR9-MyD88 block | NOD2-RIPK2 inh | ABCB6 inh MLPCN
Cc1cccc(C)c1OCc1cc(C(=O)N2CCC[C@H]2C(N)=O)no1 | -1.2 | -2 | -0.2 | 1 | 9 | 0 | 0 | 1 | 10 | 105
COc1ccc(S(=O)(=O)N2CCCC(C(=O)N3CCOCC3)C2)cc1C (configuration not stated) | -1.0 | 0 | -0.2 | 4 | 0 | 4 | 0 | 5 | -11 | 94
O=C(C[C@@H]1CC[C@@H]2[C@H](COC[C@H](O)CN2CCC(F)(F)F)O1)NCc1ccc2c(c1)OCO2 | nt | -1 | 0.0 | nt | nt | -1 | nt | nt | -4 | nt
CSc1ncccc1C(=O)OCC(=O)c1ccc(Br)s1 | -1.6 | 16 | -0.5 | 0 | 0 | -6 | 1 | 3 | -6 | 100
CN1CCc2c(c3c(n2C)CCN(C)[C@@H]3c2cccnc2)[C@H]1c1cccnc1 | -1.3 | 24 | -0.2 | 1 | 4 | -3 | 0 | -1 | 1 | 103
O=C1CC(c2ccc(F)cc2)CC2=C1C=Nc1ccccc1N2 (configuration not stated) | 0.0 | 0 | 0.2 | -9 | 7 | 6 | -3 | -7 | -16 | 85
O=C(NCCCN1CCCC1=O)C1CCC(CNS(=O)(=O)c2ccc(Cl)cc2)CC1 (configuration not stated) | -0.7 | 0 | -0.3 | -1 | -4 | -3 | -4 | 6 | 11 | 99
CC12C(=O)N(c3nccs3)C(=O)C1(C)C1CCC2O1 (configuration not stated) | 1.1 | 4 | 1.9 | -5 | 5 | 16 | 1 | nt | 0 | 97
COC(=O)C1=C(C)NC(C)=C(C(=O)OC)C1C1CC=CCC1 (configuration not stated) | -1.2 | -1 | 0.0 | 9 | 4 | 3 | 0 | -5 | 2 | 100
Cc1ccc(CN2C(=O)S/C(=C\c3ccccc3OCC(=O)O)C2=O)cc1 | -2.7 | -3 | 0.0 | 0 | 10 | 8 | -1 | 3 | -5 | 100
Cc1cccn2c(=O)c3cc(C(=O)NCc4cccnc4)c(=N)n(CC4CCCO4)c3nc12 (configuration not stated) | 0.9 | -14 | 0.3 | 12 | 23 | 5 | 8 | -9 | 0 | 101
COc1ccc(C(=O)OCC(=O)N2CCN(C(=O)c3ccco3)CC2)cc1OC | -0.1 | -2 | 0.0 | 3 | 2 | 7 | -1 | 4 | -9 | 92
O=C(C1CCN(S(=O)(=O)c2cccnc2)CC1)N1CCCCC1 | -2.2 | 4 | 0.0 | -1 | 3 | -1 | 2 | -19 | -12 | 92
CCN1C(=O)C(CC(=O)Nc2ccc(OC)cc2)N(CCc2ccc(OC)cc2)C1=S (configuration not stated) | 2.5 | 0 | 0.4 | -4 | 3 | -2 | 0 | -1 | -14 | 106
C=CCc1cccc(C=Nc2cccn3cc(-c4ccccc4)nc23)c1O | -1.4 | 0 | 0.8 | -1 | -7 | 6 | -3 | 5 | -2 | 100
O=C(CCCOc1ccc(Cl)cc1Cl)N1CCN(c2ccccn2)CC1 | -1.0 | 4 | 0.0 | ? | -4 | 3 | -1 | 5 | 4 | 78
O=S1(=O)N[C@@H](Cc2ccccc2)COc2cc(N3CC[C@H](O)C3)ccc21 | nt | -1 | 0.3 | nt | nt | 8 | nt | nt | -6 | 93
C[N+]1(C)CCCC(OC(=O)C(O)(c2ccccc2)c2ccccc2)C1 (configuration not stated) | -2.3 | 0 | -0.2 | -10 | 10 | 1 | -1 | 6 | -17 | 101
COc1ccc(CNC(=O)C2CCCN(S(=O)(=O)c3cnc[nH]3)C2)cc1 (configuration not stated) | 3.1 | 4 | 1.0 | 8 | 5 | 9 | 0 | 8 | -7 | 100
Fc1ccc(C2=NOC(c3nnc(-c4ccccc4)o3)C2)cc1 (configuration not stated) | -0.1 | 6 | 0.1 | -1 | 5 | 1 | -1 | -3 | 11 | 96
CCN(CC)c1ccc(S(=O)(=O)N2CCOCC2)cc1NC(=O)CSc1nncn1C | -4.4 | 3 | 0.3 | -4 | -3 | -3 | 2 | 7 | 1 | 93
S=C(c1ccc(-c2ccc(Br)cc2)o1)N1CCOCC1 | 0.1 | 11 | -0.1 | -5 | 3 | -8 | -7 | nt | 5 | 91
C=CCn1c(C)cc(C(=O)CSc2nnc3n(CCC)c(=O)c4ccccc4n23)c1C | -1.1 | 5 | 0.0 | -13 | 3 | -1 | -2 | -4 | -6 | 93
CS(=O)(=O)N(CC(=O)NC1CC1)C1CCCCC1 | -2.3 | 0 | 0.0 | 1 | -1 | -5 | 4 | -3 | 6 | 98
CCCc1c(C(=O)Nc2cc(C(C)(C)C)on2)cnn1-c1ccccc1 | -0.4 | -2 | 0.4 | -7 | -1 | 2 | -2 | -5 | -6 | 97
CCC[C@@H](CN1CCC[C@H]1CN1C(N)=NC[C@@H]1Cc1ccccc1)N1C[C@@H](Cc2ccccc2)N(CCCC2CCCC2)C1=N | 1.6 | -4 | -0.4 | ? | 9 | 18 | 6 | -2 | -9 | 100
O=C(CSc1nnc(-c2cccs2)o1)N1CCc2ccccc21 | -1.8 | -2 | -0.1 | 1 | 9 | 0 | 0 | 0 | -12 | 103
O=C(Nc1ccc(Cl)cc1)Nc1ccon1 | 0.1 | 0 | -0.1 | -7 | -8 | 8 | 12 | -1 | 5 | 91
CC(=O)OCC(OC(C)=O)C(OC(C)=O)C(OC(C)=O)C(=O)Nc1ccc(C)cc1C (configuration not stated) | 2.0 | -2 | -0.2 | 10 | -2 | -4 | 0 | 1 | -2 | 98
CC(C)(C)c1cc(C(=O)N/N=C/c2ccc(O)cc2)n(-c2ccccc2)n1 | -1.1 | 0 | -0.2 | -10 | 5 | 4 | -1 | -6 | 10 | 96
COc1ccccc1C(=O)NCCC(=O)N1CCN(C(C)=O)CC1 | -3.6 | 3 | 0.1 | 27 | 2 | 0 | 1 | 4 | -2 | 96
Cc1ccc(-c2csc(NC(=O)CN3CCOCC3)n2)cc1C | 0.2 | -4 | 0.1 | 5 | -1 | -3 | 2 | -2 | 0 | 95
O=C(c1cccs1)N1CCN(C(=O)c2cn(-c3ccccc3)nc2-c2ccccc2)CC1 | -2.2 | 22 | 0.0 | -20 | 2 | 9 | -4 | -6 | -1 | 99
O=C(Nc1ccccn1)c1ccc(Cl)c(S(=O)(=O)N2CCOCC2)c1 | -2.4 | -11 | 0.2 | -11 | 1 | -2 | 1 | -4 | -16 | 101
COc1ccc(OC)c(N2C(=O)CC(Cc3ccc(C)cc3)C2=O)c1 (configuration not stated) | -0.3 | 0 | 0.3 | -1 | 1 | -1 | -1 | -17 | -4 | 97
CCN(CC)S(=O)(=O)c1ccc(C(=O)N(c2ccc(C)cc2)C2C=CS(=O)(=O)C2)cc1 (configuration not stated) | 0.1 | 8 | -0.1 | -1 | 25 | -4 | 1 | -3 | -2 | 101
COc1ccc(Nc2nc(OC)nc(OC)n2)cc1 | -2.3 | -1 | -0.1 | -3 | 0 | 1 | 2 | -2 | -1 | 95
COc1ccc(CCN2CC(C(=O)O)CC2=O)cc1OC (configuration not stated) | 1.4 | 4 | 0.1 | -3 | -2 | 1 | 0 | -9 | -1 | 98
O=C(Nc1ccccc1)/C(=C\c1ccco1)NC(=O)c1ccco1 | 1.0 | -3 | -0.1 | -6 | 13 | 0 | -1 | 0 | -9 | 104
Cc1ccc(OCC(=O)N/N=C/C=C/c2ccco2)cc1C | 1.6 | 39 | -0.3 | 0 | 1 | 8 | 13 | 7 | 3 | 101

Shown as labelled records: two of the compounds above.
> COc1ccc(CCN2CC(C(=O)O)CC2=O)cc1OC (configuration not stated)
  MC4R barr agon: 1.4 | Granule exo inh: 4 | aDG glyco up: 0.1 | Vif imaging: -3 | MC4R antag cAMP: -2 | ABHD5-PLIN5 inh: 1 | N-glyco inh: 0 | TLR9-MyD88 block: -9 | NOD2-RIPK2 inh: -1 | ABCB6 inh MLPCN: 98

> COc1ccc(OC)c(N2C(=O)CC(Cc3ccc(C)cc3)C2=O)c1 (configuration not stated)
  MC4R barr agon: -0.3 | Granule exo inh: 0 | aDG glyco up: 0.3 | Vif imaging: -1 | MC4R antag cAMP: 1 | ABHD5-PLIN5 inh: -1 | N-glyco inh: -1 | TLR9-MyD88 block: -17 | NOD2-RIPK2 inh: -4 | ABCB6 inh MLPCN: 97

Further compounds follow.
structure | MC4R barr agon | Granule exo inh | aDG glyco up | Vif imaging | MC4R antag cAMP | ABHD5-PLIN5 inh | N-glyco inh | TLR9-MyD88 block | NOD2-RIPK2 inh | ABCB6 inh MLPCN
NS(=O)(=O)c1ccc(NC(=O)COC(=O)C2CC2)cc1 | -2.5 | -3 | 4.5 | 7 | 8 | -6 | 0 | -3 | 6 | 94
C[C@@H]1ON(C)[C@H]2C[C@H]3c4cc(N5CCOCC5)ccc4CCN3C(=O)[C@@H]12 | -1.0 | -2 | 0.1 | -3 | 6 | 0 | 1 | -14 | -2 | 102
Cc1ccc(S(=O)(=O)N(C)C[C@H]2Oc3cc(Br)ccc3S(=O)(=O)N([C@H](C)CO)C[C@H]2C)cc1 | 4.2 | 4 | 2.2 | nt | 20 | -2 | -7 | -10 | -4 | 100
CCCS(=O)(=O)N1CCCC(C(=O)NCCN2CCOCC2)C1 (configuration not stated) | -0.4 | -2 | -0.3 | 10 | 5 | -1 | 1 | -10 | -13 | 101
CC1CCN(c2ccc(NC(=S)NC(=O)c3ccco3)cc2)CC1 | 3.1 | 0 | 0.1 | -21 | 5 | 7 | 1 | 3 | 4 | 107
C/C(=N\OCC(=O)Nn1c(C)nc2ccccc2c1=O)c1ccccc1 | -2.4 | -1 | -0.1 | 2 | 3 | -1 | 3 | 9 | -5 | 95
Cc1ccc(C(=O)OCC(=O)N2C(C)CCCC2C)cc1S(=O)(=O)N1CCOCC1 (configuration not stated) | -0.8 | -4 | -0.3 | -3 | 1 | 14 | 1 | -3 | -32 | 91
O=c1ccn(Cc2ccccc2)c2ccccc12 | 0.2 | 7 | 0.5 | -7 | 5 | 2 | 2 | -1 | -6 | 72*
CC(NC(=O)C(NC(=O)C1CCCN1C(=O)OC(C)(C)C)C(C)C)C(N)=O (configuration not stated) | 0.6 | -1 | 0.2 | nt | -3 | 1 | -2 | 0 | -1 | 95
O=C(N/C(=C\c1cccnc1)c1nc2ccccc2[nH]1)c1cccc(Br)c1 | 0.7 | -1 | 0.7 | 13 | 0 | -2 | -1 | -8 | -2 | 101

Not all compounds are listed; count on the stated rates, not on these rows.
